# STEP block: STEP (human) phosphatase inhibition. recombinant STEP, OMFP fluorogenic substrate, fluorescence. inhibition, % at 20 µM. actives 0.25% (n = 360,000). AID 588621;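 active means inhibition at 20 µM, scaled per plate between control wells, above about 37%, limit read from the data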;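 further: 0% = DMSO with enzyme and substrate and 100% = substrate only without enzyme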
#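 System: STEP (striatal-enriched tyrosine phosphatase) enzyme, cell-free; medium: Bis-Tris pH 6.0 buffer with DTT, detergent; dosing: 20 µM, 1% DMSO; times: reaction 20 min, ambient temperature; detection: fluorescence, 480/540 nm; read-out basis: normalized % inhibition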
# NadD block: NadD (S. aureus) enzyme inhibition. purified NadD enzyme, colorimetric absorbance read-out. inhibition, % at 20 µM. actives 0.78% (n = 360,000). AID 602399; in the data active means inhibition above about 26%; further: some compounds past the cut are filed as inactive
# Scp1 inh: inhibitors of human Scp-1 phosphatase; Q9GZU7; actives 0.88% (n = 340,000); inhibition, % at 20 µM; Recombinant Scp1, phosphopeptide, malachite green phosphate absorbance;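 active means inhibition above about 50% at 20 µM, limit read from the data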;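 further: plate controls were DMSO wells with enzyme for no effect and wells lacking enzyme for full effect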
#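 Material: truncated SCP-1 phosphatase (76-261aa) / Buffer or medium: 50 mM Tris acetate pH 5.5, 0.005% Tween-20, 10 mM MgCl2 / Compound dosing: one concentration, 20 µM, with 1.0% DMSO / Incubation: 45 min room-temperature reaction, 5 min colour, 30 min stabiliser / Detection: colorimetric free-phosphate detection, absorbance 630 nm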
# LMPTP inh: blocks human LMPTP phosphatase. P24666. recombinant LMPTP-A, OMFP fluorogenic substrate, fluorescence intensity. inhibition, % at 20 µM. actives 0.22% (n = 360,000);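 active means compounds that cut the enzyme signal by at least half of the control window in the single-dose screen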;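 further: plate controls were DMSO wells with enzyme plus substrate for no effect and substrate without enzyme for full effect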
#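 test system = LMPTP-A | amount = 0.625 nM LMPTP-A final | reagent = fluorogenic phosphatase substrate OMFP at 400 µM final | incubation = 50 min at room temperature | benchmarks = no-enzyme low control, uninhibited high control | medium = Bis-Tris pH 6.0, DTT, detergent | signal = fluorescence intensity of OMFP turnover product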
# SUMO1-SIM PPI: alters human SUMO1 binding to SIM partners; P63165; SUMO1 binding to a labelled peptide, TR-FRET, 1 h; inhibition, % at 20 µM; actives 0.33% (n = 360,000); in the data active means inhibition above about 37%
# MLLE-PAM2 inh: blocks PAM2 peptide binding to the PABP1 MLLE domain. actives 0.36% (n = 360,000). P11940. inhibition, % at 20 µM. GST-MLLE / FITC-PAM2 fluorescence polarization; in the data active means inhibition above about 35%, passing the limit was not always enough;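 further: plate controls were DMSO wells with GST-MLLE for no effect and wells lacking GST-MLLE protein for full effect; some results filed as inactive read as strong as hits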
# TbMetRS inhib: blocks T. brucei methionyl-tRNA synthetase activity; purified T. brucei MetRS, ATP depletion, Kinase-Glo luminescence; inhibition, % at 11.9 µM; actives 0.4% (n = 360,000); AID 624268;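 active means inhibition above a per-plate cutoff of the control wells' mean inhibition plus 3 SD, cut at about 5.5% in these data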;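 further: 0% = DMSO wells median and 100% = median of wells with control inhibitor compound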
#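 System: purified T. brucei MetRS enzyme / Detection: Kinase-Glo luciferase luminescence reporting remaining unconsumed ATP / Medium: HEPES buffer with MgCl2, KCl, DTT, spermine, BSA, pyrophosphatase / Replication: singlicate, one well per compound / Evaluation: percent inhibition relative to median high and low control wells / Schedule: 2 h aminoacylation at 25 °C after 15 min preincubation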
# Rpn11 block: Rpn11 (human) deubiquitinase inhibition; actives 0.59% (n = 360,000); human 26S proteasome, Ub4-pepOG fluorescence polarization; 20S core pre-blocked with epoxomicin; O00487; calls only at 20 µM;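 active means inhibition at 20 µM, scaled to each plate's controls, above about 33%, limit read from the data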
# DNMT1 inh: inhibitors of human DNMT1; DNMT1 molecular beacon, Hinp1I cleavage, fluorescence; P26358; inhibition (reported as % activation of signal), % at 10 µM; actives 0.83% (n = 360,000); AID 588458; in the data active means inhibition above about 50%
# Target sequence (P26358 504-1616 limits assumed): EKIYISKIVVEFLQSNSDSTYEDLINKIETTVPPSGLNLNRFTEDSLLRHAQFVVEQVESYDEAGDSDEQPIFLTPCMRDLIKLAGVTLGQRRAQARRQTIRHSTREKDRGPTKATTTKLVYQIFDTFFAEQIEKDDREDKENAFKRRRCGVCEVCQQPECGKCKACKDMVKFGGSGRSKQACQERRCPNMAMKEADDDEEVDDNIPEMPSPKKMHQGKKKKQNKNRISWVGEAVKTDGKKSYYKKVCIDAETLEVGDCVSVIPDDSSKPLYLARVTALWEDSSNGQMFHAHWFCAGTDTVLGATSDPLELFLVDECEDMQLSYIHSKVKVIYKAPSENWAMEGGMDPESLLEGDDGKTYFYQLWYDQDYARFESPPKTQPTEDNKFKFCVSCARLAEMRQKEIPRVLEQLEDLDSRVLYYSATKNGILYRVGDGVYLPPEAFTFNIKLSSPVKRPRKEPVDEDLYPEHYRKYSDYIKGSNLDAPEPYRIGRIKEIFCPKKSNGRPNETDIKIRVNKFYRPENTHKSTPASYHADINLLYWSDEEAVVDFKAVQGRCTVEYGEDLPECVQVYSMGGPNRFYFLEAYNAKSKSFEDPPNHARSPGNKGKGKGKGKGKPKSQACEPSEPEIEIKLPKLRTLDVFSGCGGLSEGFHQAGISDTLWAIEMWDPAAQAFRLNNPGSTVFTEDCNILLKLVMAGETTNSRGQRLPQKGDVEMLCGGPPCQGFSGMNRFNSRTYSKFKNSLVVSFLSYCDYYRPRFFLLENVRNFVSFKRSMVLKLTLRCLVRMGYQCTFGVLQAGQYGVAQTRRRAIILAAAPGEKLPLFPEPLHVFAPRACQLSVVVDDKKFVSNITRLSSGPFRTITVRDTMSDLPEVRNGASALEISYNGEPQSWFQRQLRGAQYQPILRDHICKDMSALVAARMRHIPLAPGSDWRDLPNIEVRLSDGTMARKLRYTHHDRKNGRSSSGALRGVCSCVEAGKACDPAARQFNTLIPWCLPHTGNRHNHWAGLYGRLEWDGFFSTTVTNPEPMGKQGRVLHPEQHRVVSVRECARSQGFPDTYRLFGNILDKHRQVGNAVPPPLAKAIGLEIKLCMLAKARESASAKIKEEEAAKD
# CSN inh: CSN deneddylation inhibition | Purified CSN, SCF-Nedd8-OG deneddylation, fluorescence polarization | Q92905 | actives 0.38% (n = 360,000) | inhibition, % at 12.5 µM;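 active means pattern-corrected inhibition above about 35%, with an unprinted fluorescence ratio check between 0.5 and 1.5, limit read from the data, passing the limit was not always enough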;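 further: 0% = enzyme with substrate and 100% = substrate without enzyme; some results filed as inactive read as strong as hits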
#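 assay system = purified human Csn5 enzyme expressed in HEK293T cells | amount = 0.24 nM enzyme | buffer or medium = Tris/NaCl/DTT buffer, pH 7.5 | reagent = 10 nM SCFSkp2-Nedd8OG | compound = one concentration, 12.5 µM, 0.25% DMSO | times = 90 min reaction at room temperature | signal = FP | read-out basis = % inhibition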
# The depositor's hits bear a star; i = inactive; · = not tested or not shown.
# Second line of a record – Rpn11 block, STEP block, CSN inh, SUMO1-SIM PPI, MLLE-PAM2 inh, DNMT1 inh, NadD block, TbMetRS inhib, Scp1 inh, LMPTP inh
> CC1Oc2ccccc2OC1C(=O)Nc1ccccn1 (centres undefined)
    i, -4, -3, -1, 10, 4, 8, -0.5, -1, 0.5
> CC(CNC(=O)CCS(=O)(=O)c1ccc2c(c1)NC(=O)CO2)c1ccccc1 (centres undefined)
    i, -1, 3, -1, -8, 2, -1, -0.2, -4, 0.7
> CCN(C(=O)COC(=O)/C=C/c1cccc(Cl)c1)c1c(N)n(Cc2ccccc2)c(=O)[nH]c1=O
    i, 3, -1, -2, -7, 14, 3, -0.2, -3, 0.1
> COc1ccccc1-c1noc(CCC(=O)Nc2cc(C(F)(F)F)ccc2Cl)n1
    i, 3, -3, 1, -3, -2, -10, -0.7, -10, 1.4
> CC1CCN(C(=O)COC(=O)c2cccc(S(=O)(=O)N3CCOCC3)c2)CC1
    i, 0, -3, -3, 4, 2, 2, -0.4, ·, -1.9
> O=C(NC1CCCCC1)C1CCN(S(=O)(=O)c2cccs2)CC1
    i, 2, 2, 0, -5, 4, 1, 0.3, -5, -2.2
> Cc1ccn2c(NC(=O)C(C)(C)Oc3ccc(Cl)cc3)c(-c3cccs3)nc2c1
    i, 3, -13, 3, -13, -10, 1, -0.5, 8, 1.2
> Cc1nc([N+](=O)[O-])c(C(=O)OCc2cccc(Br)c2)n1C
    i, -2, -1, -16, 1, 0, -5, 0.8, -9, -0.3
> O=C(Cc1cccc2ccccc12)NCC1CCCO1 (centres undefined)
    i, 2, 1, 0, 4, 4, 2, 0.1, -11, -1.1
> COc1ccc(Br)cc1[C@H]1[C@H]2C=CC[C@@H](C)[C@@H]2C(=O)N1Cc1ccccc1
    i, 2, 3, 9, 7, 1, -4, -0.3, -4, 3.5
> COC(=O)c1cc(=O)nc(NN=Cc2ccc(C)cc2)s1
    i, -2, 2, -14, -64, -2, 11, -0.6, ·, 0.1
> COC(=O)c1ccsc1-n1cc(C#N)c(=O)n(C)c1=O
    i, -2, 0, 0, 16, 2, 2, -0.5, -5, -1.3
> CCOC(=O)c1c(NC(=S)N2CCOCC2)sc(C)c1C
    i, 0, -5, 1, -1, -1, -9, 0.2, -4, 2.9
> CCOC(=O)Cc1nn[nH]n1
    i, -2, -2, -1, -5, 1, 2, -0.1, -1, -0.2
> COc1ccc(-c2coc3cc(O)cc(O)c3c2=O)cc1OC
    i, 1, 1, 2, 0, -3, -8, 0.7, -12, 1.1
> NC(=O)c1ccc(N=C2C(=O)Nc3ccc([N+](=O)[O-])cc32)cc1
    i, 3, 18, 25, -9, 28, 2, -0.2, -6, 0.3
> COc1ccc(CCn2c(C)nc3c(c(=O)c4ccccc4n3C)c2=O)cc1
    i, -1, -2, 13, -4, 3, 7, 0.5, 0, 2.1
> Cn1c(C(=O)NCCN2CCOCC2)cc2c(=O)n(C)c3ccccc3c21
    i, 2, 0, 0, 16, 0, -3, 1.4, -4, 1.0
> CCN(Cc1nc(-c2ccc(OC)c(OC)c2)no1)C(=O)c1ccc2c(c1)OCO2
    i, -1, 2, 7, 4, 2, -3, -0.4, -7, -0.2
> COc1ccc(C(NC(=O)C2CCN(Cc3ccc(Oc4ccccc4)cc3)CC2)c2ccccc2C)cn1 (centres undefined)
    i, 4, -1, -2, 5, -3, -2, -0.1, ·, 1.6
> CCc1nc(N)c(C#N)c(-c2ccco2)c1C
    i, -2, 4, -1, -5, 0, 4, -0.2, -11, 0.6
> Cc1ccc(S(=O)(=O)N2CCN(c3ccccc3)CC2)c(C)c1
    i, 1, -1, 4, 10, 1, 7, 0.0, 4, 3.1
> Cc1cccc(N2CCN(S(=O)(=O)c3ccc4c(c3)CCC(=O)N4)CC2C)c1 (centres undefined)
    i, -1, 9, 0, -2, 6, -3, -0.8, -5, -0.1
> COCCCNc1nc2nonc2nc1N1CCN2CCCC2C1 (centres undefined)
    i, 2, 2, -8, 15, 4, -3, -0.3, -7, 1.6
> CC1(C)CN2C(=S)N(c3ccccc3)C(c3ccccc3)N2C1 (centres undefined)
    i, 0, -3, 2, 2, 2, -9, -1.9, -2, 0.4
> CCc1cc(=O)oc2cc(OS(C)(=O)=O)ccc12
    i, -4, 4, 2, -3, 1, 0, -1.8, 0, -1.7
> CCOC(=O)c1ccc(-n2c(C)nc3ccc(Br)cc3c2=O)cc1
    i, 2, 2, 1, -15, 1, -4, -0.2, -3, 0.2
> COc1ccc(-c2nc(CN3CCN(C(=O)c4ccco4)CC3)c(C)o2)c(OC)c1C
    i, -2, 0, 3, -8, -1, 1, -0.6, -2, 0.0
> CCN(CC)C(=O)Cn1cc(C(=O)C(=O)Nc2ccc3c(c2)OCCO3)c2ccccc21
    i, -1, -1, -15, -14, -2, -9, -0.3, -13, 1.5
> COc1ccc2cc(C(=O)Nc3ccc(F)cc3)sc(=O)c2c1OC
    i, 49*, 41*, -4, -4, 12, 5, 0.0, 56*, 38

# Other records:
# Second line of a record – Rpn11 block, STEP block, CSN inh, SUMO1-SIM PPI, MLLE-PAM2 inh, DNMT1 inh, NadD block, TbMetRS inhib, Scp1 inh, LMPTP inh
> COc1ccccc1Nc1nc(N)nc(CSC(=S)N2CCCCC2C)n1 (centres undefined)
    i, 0, -11, 3, -117, -13, -2, -0.6, 0, 0.0
> CCN(CC)CCNC(=O)Cn1c(=O)c2cccn2c2ccc(F)cc21
    i, -2, -2, 5, -9, 2, 0, -0.1, 0, 1.2
> CCC1=C(c2ccc(C)cc2)S(=O)(=O)N=C1N1CCC(C(=O)NCCCN2CCCCC2)CC1
    i, -3, 3, 2, -7, -1, -5, 0.6, -11, -2.0
> CCc1nc2c(OCCOc3ccc(F)cc3)cccn2c1N(C)C(=O)CC(C)C
    i, 3, -1, -7, -4, -5, 1, -0.4, ·, -0.3
> Cc1c(C(=O)Nc2ccccn2)oc2c(Cl)cccc12
    i, -1, -1, -2, 3, 4, -6, -0.7, -1, -0.4
> Cn1c(C(=O)NCCN2CCc3ccccc3C2)cc2c(=O)[nH]c3ccccc3c21
    i, 3, -1, -5, -5, -5, 12, -0.1, 0, 6.1
> CCn1c(=O)cc(C(=O)OC)sc1=Nc1ccc(F)c(F)c1
    i, -3, 0, -12, -7, 2, -2, 0.8, -12, 0.8
> CN(Cc1c(F)cccc1Cl)c1nnnn1-c1ccccc1
    i, -2, 0, 3, 3, -1, -7, -0.7, -10, -0.9
> Cc1nc(SCc2ccccc2F)c2oc3ccccc3c2n1
    i, 0, 1, -3, 3, -4, -8, -0.3, 4, 2.9
> O=c1cc(-c2ccccc2)nc(Sc2ccc([N+](=O)[O-])cc2[N+](=O)[O-])[nH]1
    i, 5, 6, -15, 23, 8, -5, -0.2, 4, 1.1
> OCC1OC(Nc2ccccc2C=NO)C(O)C1O (centres undefined)
    i, -2, 1, 4, 7, -1, 1, 0.7, ·, -2.6
> CCCS(=O)(=O)c1nc(S(=O)(=O)c2ccc(C)cc2)c(NCc2ccccn2)s1
    i, 1, -1, -5, -16, -2, 6, 0.1, -3, 0.6
> CC1CCCN(C(=O)CN2C(=O)CSc3ccc(S(=O)(=O)N4CCOCC4)cc32)C1 (centres undefined)
    i, 0, -1, 5, 16, 0, -4, 0.1, 1, -0.8
> Cc1[nH]nc(SCC(=O)N2CCCCCC2)c1[N+](=O)[O-]
    i, 7, -3, -13, -1, -1, -4, -0.6, -10, -1.3
> COc1ccc(S(=O)(=O)N(CC(=O)NCc2ccccn2)c2ccc(Cl)cc2)cc1
    i, -3, -1, 4, 6, -1, 0, -0.5, 10, 0.0
> CC1CCCN(C(=O)C2c3ccccc3C(=O)N3CCc4ccccc4C23)C1 (centres undefined)
    i, -2, 0, -4, 18, -3, -4, 0.1, 0, 1.0
> Cc1ccc(-c2noc(CN3CCOCC3)n2)cc1
    i, 1, -2, 0, 0, 1, -3, 0.0, -4, -3.2
> COc1ccc(NC(=O)CCCN(C)S(=O)(=O)c2ccc(C)cc2)cc1
    i, -2, -2, 4, 1, 0, -5, -0.5, -8, -0.3
> CC(=O)c1ccc(OCC(=O)NC2CCS(=O)(=O)C2)cc1 (centres undefined)
    i, 0, -5, -2, 2, 0, 5, 0.0, -9, -0.4
> O=C(N/N=C/c1ccc(O)cc1)c1cc(-c2ccccc2)nc2ccccc12
    i, 0, -2, -6, 1, -9, 2, 0.0, -4, 1.5
> O=C(NNC(=O)C1CCC1)c1cccc(Cl)c1
    i, -1, -3, -3, -7, 2, 8, -0.6, -3, 0.2
> O=C(Nc1ccc2c(c1)OCO2)Nc1ccccn1
    i, 0, 2, -1, 4, -3, -3, -0.5, -2, -0.3
> COc1ccccc1-n1cnc2cc(C(=O)NC3CCCC3)ccc21
    i, -1, -5, 2, 5, -1, -8, 0.1, 3, -1.3
> CC(C)C[C@H](NC(=O)[C@@H]1Cc2c([nH]c3ccccc23)C2c3ccccc3C(=O)N21)C(=O)NCC1CCCO1 (some centres undefined)
    i, -1, -6, 4, -8, -2, 5, -2.6, -1, 1.9
> CC(C)(C)C(=O)N(Cc1nc2ccccc2c(=O)[nH]1)Cc1cccs1
    i, -3, -4, -1, 6, 9, 0, -1.2, -5, -0.7
> COc1ccccc1NC(=O)CC(=O)CSc1nnc(-c2ccc(C)cc2)n1-c1ccccc1
    i, 3, 4, 8, -59, -1, 23, 0.7, -2, -0.3
> C=CCn1c(SCC(=O)NC(=O)NCc2ccco2)nc2sc(C)c(C)c2c1=O
    i, -2, -1, -10, -6, 16, 9, -0.6, -6, 0.2
> Cc1ccc(-c2noc(CCC(=O)N3CCCC3)n2)cc1
    i, -4, 4, 4, 5, -2, -6, -0.7, -7, -0.1
> COc1ccc(NC(=O)C(c2cc3c(cc2[N+](=O)[O-])OCO3)N(C)C)cc1 (centres undefined)
    i, -4, 3, -13, 6, -9, 4, -0.1, -5, -2.0
> O=C(NC1CCCC1)c1ccc(CS(=O)(=O)Cc2ccccc2F)o1
    i, -1, -2, -3, 1, 2, 0, -0.4, -7, 0.7
> CN(C)c1ccc(-c2nnn(CC(=O)NCc3ccc4c(c3)OCO4)n2)cc1
    i, -3, 3, 4, 6, 7, 2, -0.1, 1, 0.5

# Limited to MLLE-PAM2 inh, for two of the compounds above:
smiles	MLLE-PAM2 inh
COc1ccc(NC(=O)CCCN(C)S(=O)(=O)c2ccc(C)cc2)cc1	1
C=CCn1c(SCC(=O)NC(=O)NCc2ccco2)nc2sc(C)c(C)c2c1=O	-6

# From PubChem BioAssay
